Screening results as filed in PubChem BioAssay.
Anesthetic bind: qHTS Assay for Identification of Novel General Anesthetics; hit rate 0.074% among 350,000; Potency, µM (doses to about 77.5 µM), inactives show at the highest dose activity change, negative = displacement, usual class: inhibitors; apoferritin/1-aminoanthracene competitive binding, fluorescence; note: potency is the fitted concentration of half-maximal effect; % is set by controls: 0 for no effect and ±100 for the full control effect; nearly all actives have a fitted effect of over 20% in size
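Horse-spleen apoferritin (10 uM) was mixed with 50% saturated 1-aminoanthracene in PBS, exposed to compounds for 10 min at room temperature, and read for fluorescence (ex 380 nm, em 535 nm). Competitive displacement was fitted with a four-parameter Hill equation.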
TRHR ag: qHTS for Small Molecule Agonists and Allosteric Enhancers of Human TRH Receptor: Primary Screen for Agonists; TRHR cells, calcium flux fluo-8, FDSS agonist mode; Thyrotropin-releasing hormone receptor (Homo sapiens), P34981; hit rate 0.18% among 360,000; activation, % at 2 µM; AID 493084, 2011; in the data active = activation above about 30%; note: 0% is about no effect
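TRHR-expressing cells, plated overnight in medium with 10% serum, were loaded with fluo-8 calcium dye at room temperature. After a 10 s baseline, library compound was pin-added and calcium release was recorded kinetically (ex 480/em 530) as agonist response.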
ERG Ets-DNA blk: qHTS for Small Molecule Inhibitors of the ERG Ets/DNA interaction; Transcriptional regulator ERG (Homo sapiens), P11308; AID 624246, 2012; fluorescence polarization, His-ERG Ets domain / labelled DNA; hit rate 0.028% among 370,000; Potency, µM (highest dose often 76.9 µM), for the others: at the highest dose FP activity, negative = inhibition, hits mostly inhibitors; active = well fitted inhibition curve with a large enough effect in the polarisation, with a control signal flat; inconclusive = small, poorly fitted or top-dose-only effect, or effect the other way, or a change in a side signal; inactive = no such curve, though single readings can be large or run the other way; the % refers to the polarisation;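 note: polarization taken with two DNA probes labelled with fluorescein and Texas red; potency is the fitted concentration of half-maximal effect; % of control where 0% means no effect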
Target sequence (P11308 whole entry, looked up, the tested form may be a part): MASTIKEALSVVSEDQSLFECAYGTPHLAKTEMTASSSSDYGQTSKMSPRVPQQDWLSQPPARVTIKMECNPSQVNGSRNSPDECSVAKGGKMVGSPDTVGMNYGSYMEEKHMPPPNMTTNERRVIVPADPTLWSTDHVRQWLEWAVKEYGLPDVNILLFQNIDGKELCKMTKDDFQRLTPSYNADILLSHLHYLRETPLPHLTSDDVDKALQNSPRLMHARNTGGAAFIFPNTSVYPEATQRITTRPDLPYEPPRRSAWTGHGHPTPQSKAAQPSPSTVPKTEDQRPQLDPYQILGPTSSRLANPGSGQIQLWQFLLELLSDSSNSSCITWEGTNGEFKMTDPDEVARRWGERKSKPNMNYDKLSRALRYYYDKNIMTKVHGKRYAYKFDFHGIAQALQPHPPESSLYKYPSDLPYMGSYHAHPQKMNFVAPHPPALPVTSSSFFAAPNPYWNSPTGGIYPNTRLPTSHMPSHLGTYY
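His-tagged ERG Ets domain (1 uM in the protein solution; 300mM KCl, 50mM Tris-HCl, 1mM EDTA, 1mM DTT, pH 7.5) received compound, then a probe mix of 5 nM fluorescein-DNA and 100nM Texas-615-DNA. Fluorescence polarization was read for both dyes.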
APE1 inh: qHTS Assay for Inhibitors of the Human Apurinic/apyrimidinic Endonuclease 1 (APE1) | DNA repair nuclease/redox regulator APEX1 (Homo sapiens), P27695 | Potency, µM (top dose mostly 65.8 µM), without a hit: at the highest dose activity change, negative = inhibition, usual class: inhibitors | AID 2517, 2012 | hit rate 0.35% among 350,000 | recombinant APE1, TAMRA/BHQ-2 abasic DNA cleavage fluorescence;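 note: potency is the fitted concentration of half-maximal effect; plate controls were vehicle for no effect and reference inhibitor for full effect; nearly all actives have a fitted effect of over 55% in size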
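Readout is kinetic fluorescence (ex 525, em 598 nm) from cleavage of 50 nM TAMRA/BHQ-2 THF abasic duplex by 0.75 nM APE1, compound added 15 min beforehand at RT.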
Pol iota inh: qHTS for Inhibitors of Polymerase Iota; hit rate 1% among 390,000; DNA polymerase iota (Homo sapiens), Q9UNA4; Pol iota fluorescent replication assay, 10 min; Potency, µM (top dose mostly 115 µM), for the others: top-dose activity, negative = inhibition, most hits filed as inhibitors; note: potency is the fitted concentration of half-maximal effect
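Fluorescent replication assay read twice, at 0 min and 10 min after adding 50 nM (final) substrate. Enzyme (10 nM) and compounds were first incubated 15 min at room temperature; enzyme-free buffer wells were negative controls.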
Pol beta inh: qHTS Assay for Inhibitors of DNA Polymerase Beta | P06746 | Pol beta primer extension/strand displacement, fluorescence kinetic | Potency, µM (titrated, usually from 114 µM), without a hit: at the top dose activity change, negative = inhibition, most hits filed as inhibitors | hit rate 1.3% among 340,000 | AID 485314, 2010; note: potency is the fitted concentration of half-maximal effect; % is set by controls: 0 for no effect and ±100 for the full control effect
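Pol beta (10 nM) and compounds were preincubated 15 min at room temperature, then 50 nM substrate (final) started primer extension/strand displacement. Reads were taken at 0 and 10 min; concentration-response data were fitted to a four-parameter Hill equation.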
POLK inh: qHTS for Inhibitors of Polymerase Kappa; DNA polymerase kappa (Homo sapiens), Q9UBT6; purified Pol kappa, fluorescent DNA synthesis assay, 10 min; Potency, µM (titrated, usually from 107 µM), inactives show at the highest dose activity, negative = inhibition, hits mostly inhibitors; hit rate 0.53% among 400,000; AID 588579, 2011; note: potency is the fitted concentration of half-maximal effect; % is set by controls: 0 for no effect and ±100 for the full control effect
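Pol kappa 10 nM + cpd, 15 min RT; start w/ substrate 50 nM final; fluorescence kinetic read, 0 and 10 min. Neg ctrl: buffer, no enzyme.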
12-LOX inh: Primary qHTS assay for inhibitors of human arachidonate 12S-lipoxygenase (ALOX12): Round 2; Polyunsaturated fatty acid lipoxygenase ALOX12 (Homo sapiens), P18054; purified 12hLO, xylenol orange hydroperoxide absorbance; Potency, µM (series often up to 108 µM), for the others: at the highest dose activity change, negative = inhibition, most hits filed as inhibitors; hit rate 1.1% among 580,000; AID 1671190, 2021; note: potency is the fitted concentration of half-maximal effect; % is set by controls: 0 for no effect and ±100 for the full control effect
Target sequence (P18054 whole entry, looked up): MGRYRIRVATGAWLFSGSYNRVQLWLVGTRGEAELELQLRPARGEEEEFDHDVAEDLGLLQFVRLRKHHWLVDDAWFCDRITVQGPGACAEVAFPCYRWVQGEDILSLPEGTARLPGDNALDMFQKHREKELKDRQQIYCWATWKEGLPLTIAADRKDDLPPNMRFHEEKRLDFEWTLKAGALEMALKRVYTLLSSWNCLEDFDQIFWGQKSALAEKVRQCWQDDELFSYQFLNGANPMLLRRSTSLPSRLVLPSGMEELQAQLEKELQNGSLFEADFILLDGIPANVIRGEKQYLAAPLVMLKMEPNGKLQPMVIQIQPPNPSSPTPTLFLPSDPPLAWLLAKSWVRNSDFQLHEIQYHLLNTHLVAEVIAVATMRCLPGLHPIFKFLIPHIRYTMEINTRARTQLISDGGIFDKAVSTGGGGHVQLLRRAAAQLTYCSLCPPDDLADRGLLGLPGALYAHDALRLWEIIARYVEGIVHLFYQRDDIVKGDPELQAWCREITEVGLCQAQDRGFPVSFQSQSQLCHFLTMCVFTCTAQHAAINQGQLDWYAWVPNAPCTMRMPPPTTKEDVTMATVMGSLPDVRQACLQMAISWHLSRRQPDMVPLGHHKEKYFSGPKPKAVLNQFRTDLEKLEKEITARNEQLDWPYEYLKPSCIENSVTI
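Hydroperoxide product was detected by ferrous iron/xylenol orange as the 573 to 405 nm absorbance ratio. Arachidonic acid at 40 uM (final) was turned over for 30 min at room temperature by 150 nM human 12hLO, pH 7.0 Hepes buffer, after 15 min compound preincubation.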
BLM inh: qHTS Assay for Inhibitors of Bloom's syndrome helicase (BLM). recombinant BLM DNA unwinding, fluorescence dequenching. Potency, µM (series often up to 56.1 µM), inactives show top-dose activity change, negative = inhibition, most hits filed as inhibitors. hit rate 0.2% among 350,000. AID 2528, 2010;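 note: potency is the fitted concentration of half-maximal effect; plate controls were vehicle for no effect and no enzyme for full effect; nearly all actives have a fitted effect of over 35% in size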
* hit, by the source's call; ? = inconclusive; / = not tested or not shown; & = joins results of further samples; [ ] = remark or other dose. Unless noted, calls come from the whole dose curve; as a rule, active = well fitted curve in the direction sought with a large enough effect; inconclusive = small, poorly fitted or top-dose-only effect, or another doubt; inactive = no such curve, though single readings can be large; an effect the other way counts as inactive or inconclusive. These rows are one share of the data; the hit share may differ from the screen's.

cpd | Anesthetic bind | Pol iota inh | POLK inh | APE1 inh | BLM inh | Pol beta inh | 12-LOX inh | SMILES | TRHR ag | ERG Ets-DNA blk
1 | -2% | 42%[activator] | 6% | -3% | -1% | 9% | 0% | CCOC(=O)C1(Cc2cccc(F)c2)CCN(C(=O)C2CCOCC2)CC1 | 0.9 | -6%
2 | -15% | -6% | 3% | -3% | -2% | -2% | 285%[activator] | O=C(Cn1cc2c(n1)CCCCC2)Nc1c(F)c(F)cc(F)c1F | 0.4 | -3%
3 | -1% | 6% | -3% | 10% | 1% | 31% | 24% | COc1ccccc1CNC(=O)Cn1ccsc1=N | 0.2 | -10%
4 | -7% | 13% | -12% | -5% | 1% | -3% | 0% | O=C(c1ccccn1)N1CCN(C(=O)c2ccccn2)CC1 | -0.4 | -8%
5 | 7% | -4% | 3% | -2% | -5% | 0% | 58%[activator] | COc1cccc(/C=C2\Oc3ccc(O)cc3C2=O)c1O | -2.3 | 42%[activator]
6 | / | 17% | -19% | 15% | / | / | -4% | OCC[C@H]1C[C@H](O)[C@@H](O)[C@]2(CCCc3ccccc3O2)O1 | -0.3 | -4%
7 | -19% | 17% | -4% | / | -8% | 3% | 6% | Cc1cc(C)c2c(NC(=O)c3ccccc3Cl)c(C(=O)Nc3ccc(C)c(C)c3)sc2n1 | 0.6 | 2%
8 | 3% | 44%[activator] | -3% | 14% | 2% | 2% | 7% | Nc1c(N(CCO)C(=O)COc2ccc(Cl)cc2)c(=O)[nH]c(=O)n1Cc1ccccc1 | 0.2 | 2%
9 | -5% | -17% | -7% | 2% | -9% | -19% | 18% | CCOCCCNC(=O)c1ccc(OC)c(OC2CCN(C(C)C)CC2)c1 | 0.5 | -6%
10 | -9% | 126%[activator] | -7% | 15% | -6% | 23% | -3% | Cc1cccc(N2C(=O)C(O)=C(C(=O)c3cccs3)C2c2ccc(Cl)cc2)n1 (stereo not given) | 0.6 | 2%
11 | / | ? | -10% | -1% | / | / | 0% | Cc1cc(Br)ccc1NC(=O)CN1C(=O)C2CC=CCC2C1=O (stereo not given) | -0.3 | 0%
12 | -1% | 6% | -8% | -7% | -5% | 14% | 0% | CC(=O)Nc1ccc(S(=O)(=O)NNC(=O)c2ccc3c(c2)OCO3)cc1 | 0.3 | 7%
13 | / | 14% | -3% | -6% | / | / | 11% | COc1ccc(OC)c(CN2CCN(C(=O)CN3C(=O)NC4(CCCC4)C3=O)CC2)c1 | -0.1 | -9%
14 | 4% | -8% | -4% | -5% | -7% | -2% | -1% | O=C(Nc1ccccc1)c1ccc(-c2ccc(Br)cc2)o1 | 0.0 | 5%
15 | 2% | 14% | -16% | -4% | 2% | 19% | ? | CN1CCN(C2CC(=O)N(CCc3ccccc3)C2=O)CC1 (stereo not given) | 0.8 | -7%
16 | -21% | 21% | -18% | 3% | -2% | 2% | 20% | C=CCN(C(=O)c1oc2c(Cl)cc(C)cc2c1C)C1CCS(=O)(=O)C1 (stereo not given) | -0.2 | -8%
17 | ? | -13%&12% | -14%&4% | -8% | -10%&-10% | -19%&28% | -2%&-25% | Cc1cc(C)c(NC(=O)CSc2nc3ccncc3[nH]2)c(C)c1 | 0.1&-2.1 | -4%&5%
18 | -18% | 32%[activator] | -5% | 13% | -3% | 2% | 0% | Cc1cccc(C)c1OCc1cc(C(=O)N2CCC(c3ccncc3)CC2)no1 | -0.6 | 2%
19 | -18% | 188%[activator] | -13% | 3% | 7% | 1% | -24% | O=C(COC(=O)CCc1nc2ccccc2s1)Nc1ccc(Cl)cn1 | 0.2 | -1%
20 | 4% | 11% | -24% | -2% | 0% | -5% | 25% | CC1Cc2ccccc2N1C(=O)c1cnc2sccn2c1=O (stereo not given) | 0.7 | 3%
21 | 0% | -2% | -6% | -9% | 1% | 60% | -36% | CNC(=O)CSc1nnc(-c2ccco2)n1-c1cccc(OC)c1 | -0.1 | -2%
22 | 2% | 7% | -8%[60.1 µM] | 0% | -11% | 29% | ? | O=C(COc1ccc(S(=O)(=O)N2CCOCC2)cc1)Nc1ccc(Cl)c(C(F)(F)F)c1 | 1.9 | /
23 | -2% | 47%[activator] | -2% | 2% | -7% | -24% | -12% | CC(=O)Cn1c2ccccc2n2nc(CCC(=O)O)c(=O)nc12 | -0.2 | -7%
24 | -7% | 26% | -14% | -4% | -1% | 47% | -11% | CCn1ccc(C(=O)Nc2ccc(Cl)cn2)n1 | 0.2 | 3%
25 | / | 23% | -9% | 29% | / | / | 8% | CC(=O)Nc1cccc(C(=O)NNC(=O)c2ccc(-n3cnnn3)cc2)c1 | / | 11%
26 | -3% | 116%[activator] | -9% | 29% | 0% | 4% | 3% | Cc1nc2cc(NC(=O)NC3CC3)ccc2n1C | -1.0 | -1%
27 | -17% | 20% | -8% | -1% | -1% | 4% | 5% | CC(C)C(OC(=O)CN1C(=O)COc2ccccc21)C(=O)NC1CCCC1 (stereo not given) | 0.3 | -2%
28 | / | 17% | 15% | / | / | / | 2% | CN(CCNC(=O)C1CC(=O)N(C2CCCC2)C1)Cc1ccccc1 (stereo not given) | / | 2%
29 | -19% | 0% | -2%[60.1 µM] | -5% | -1% | 11% | 16% | COc1cccc(N=C2SC(C(=O)Nc3ccccc3F)CC(=O)N2C)c1 (stereo not given) | 1.1 | /
30 | ? | -8% | ? | 6% | -1% | -8% | 9% | C=CCOc1ccc(/C=C/C(=O)OCC(=O)NCCC2=CCCCC2)cc1 | -0.2 | 0%
31 | -21% | -12% | -6% | -7% | 0% | 75% | -29% | Cc1ccsc1/C=N/NC(=O)CNC(=O)c1ccc(S(=O)(=O)N(C)C)cc1 | 0.1 | 12%
32 | 30% | 39%[activator] | 1% | -11% | 0% | 24% | 10% | CCCNC(=O)c1ccc(C)c(NC(=O)C2=C(C)OCCS2)c1 | -0.3 | 0%

The last 2 compounds of the section before lead into the next:
cpd | Anesthetic bind | Pol iota inh | POLK inh | APE1 inh | BLM inh | Pol beta inh | 12-LOX inh | SMILES | TRHR ag | ERG Ets-DNA blk
31 | -21% | -12% | -6% | -7% | 0% | 75% | -29% | Cc1ccsc1/C=N/NC(=O)CNC(=O)c1ccc(S(=O)(=O)N(C)C)cc1 | 0.1 | 12%
32 | 30% | 39%[activator] | 1% | -11% | 0% | 24% | 10% | CCCNC(=O)c1ccc(C)c(NC(=O)C2=C(C)OCCS2)c1 | -0.3 | 0%
33 | / | -15% | 1% | -11% | / | / | 198%[activator] | CC1CCCC(NC(=O)c2ccc3c(c2)OCCO3)C1C (stereo not given) | -1.4 | -2%
34 | -21% | 1% | -1% | -2% | -5% | -21% | 148%[activator] | O=C(OCc1ccccc1)C1CCCN1C(=O)c1cccs1 (stereo not given) | -0.9 | 11%
35 | -8% | 12% | -26% | / | 0% | 9% | -29% | Cc1ccccc1NC(=O)c1c(C)oc2ccc(O)c(CN(C)Cc3ccccc3)c12 | -0.9 | -1%
36 | / | -34% | -2% | 5% | / | / | -16% | COc1ccccc1NC(=O)c1cccc(S(=O)(=O)N2CCN(c3ccccc3)CC2)c1 | 0.1 | -6%
37 | / | ? | -38% | ? | / | / | 12% | CCNc1nc(NCC)n2c(SCC(=O)Nc3ccc(C)c(C)c3)nnc2n1 | -0.2 | 0%
38 | -19% | 6% | -5% | / | -5% | 6% | -11% | CCc1ccc(S(=O)(=O)c2cn(CC(=O)Nc3ccc(C)cc3)c3ccccc3c2=O)cc1 | 0.7 | -1%
39 | 0% | 1% | -5% | 0% | 0% | -18% | -19% | CCN(CC)CCOC(=O)c1c(C)oc2ccc(O)cc12 | 1.0 | 0%
40 | / | -9% | -9% | / | / | / | -3% | O=C(NCCc1ccccc1)C1CCC(Cn2c(=O)c3ccccc3n(Cc3cccc(Cl)c3)c2=O)CC1 (stereo not given) | / | -3%
41 | -18% | ? | -27% | 3% | -11% | 17% | / | Cc1cccc2cc(C(c3nnnn3CC3CCCO3)N3CCc4ccccc4C3)c(=O)[nH]c12 (stereo not given) | 0.3 | 1%
42 | 6% | 30% | -5%[60.1 µM] | -1% | 5% | 12% | -1% | COc1ccccc1/C=N/NC(=O)C(C)Cn1cnc2ccccc21 (stereo not given) | -0.4 | 2%
43 | -6% | 50%[activator] | -5% | 27% | -6% | ? | 14% | Cc1nnc(Nc2ccc(S(N)(=O)=O)cc2)c2ccccc12 | 0.6 | -3%
44 | / | 3% | -4% | 21% | / | / | -1% | CCOC(=O)C1=C(COC(=O)Cc2ccccc2F)NC(=O)NC1C (stereo not given) | -0.4 | -7%
45 | / | -5% | -13% | / | / | / | 2% | C=CCn1c(=O)n(C)c2c(=O)n(C)c(=O)n(C)c21 | / | -11%
46 | -11% | 32%[activator] | -4% | 2% | 2% | 3% | 54%[activator] | O=C(O)COCC(=O)NCc1nc(-c2ccc(C(F)(F)F)cc2)no1 | 0.3 | -1%
47 | -2% | 11% | -2% | -6% | 2% | 6% | 44%[activator] | Cc1ccc(NC(=O)COc2ccc(-n3cnnn3)cc2)cc1C | -0.5 | -1%
48 | ? | 8% | -3% | -1% | 2% | -1% | 3% | O=C(c1ccccc1F)N1CCc2ccccc21 | 0.5 | -13%
49 | -4% | ? | -4% | 2% | -2% | -1% | 99% | CC1=C(C(=O)OCc2ccccc2)C(c2ccc(C)o2)C2=C(CCCC2=O)N1 (stereo not given) | -1.6 | -6%
